Mdm2 MdmX PPI = disrupts the human Mdm2-MdmX interaction; SaOS-2 split-luciferase Mdm2/MdmX complementation, luminescence; inhibition, % at 8 µM; actives 3% (n = 330,000); AID 485346;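 active = inhibition of at least 50% at 8 µM in the primary screen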
Target sequence (O15151 whole entry, looked up): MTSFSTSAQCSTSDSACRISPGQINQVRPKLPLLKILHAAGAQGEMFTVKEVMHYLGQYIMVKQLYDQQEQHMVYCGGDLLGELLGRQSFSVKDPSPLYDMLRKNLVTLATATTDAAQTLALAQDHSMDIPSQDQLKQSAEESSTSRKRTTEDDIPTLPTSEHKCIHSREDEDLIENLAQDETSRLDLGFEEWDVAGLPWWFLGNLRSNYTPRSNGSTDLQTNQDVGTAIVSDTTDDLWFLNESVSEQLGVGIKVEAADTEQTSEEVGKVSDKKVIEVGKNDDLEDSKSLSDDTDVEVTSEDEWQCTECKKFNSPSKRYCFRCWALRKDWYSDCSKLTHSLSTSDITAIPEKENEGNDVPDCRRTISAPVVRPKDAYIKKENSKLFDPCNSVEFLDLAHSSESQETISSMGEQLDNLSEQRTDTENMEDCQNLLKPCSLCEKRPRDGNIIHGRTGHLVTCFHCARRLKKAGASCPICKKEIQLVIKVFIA
Target sequence (Q00987 whole entry, looked up): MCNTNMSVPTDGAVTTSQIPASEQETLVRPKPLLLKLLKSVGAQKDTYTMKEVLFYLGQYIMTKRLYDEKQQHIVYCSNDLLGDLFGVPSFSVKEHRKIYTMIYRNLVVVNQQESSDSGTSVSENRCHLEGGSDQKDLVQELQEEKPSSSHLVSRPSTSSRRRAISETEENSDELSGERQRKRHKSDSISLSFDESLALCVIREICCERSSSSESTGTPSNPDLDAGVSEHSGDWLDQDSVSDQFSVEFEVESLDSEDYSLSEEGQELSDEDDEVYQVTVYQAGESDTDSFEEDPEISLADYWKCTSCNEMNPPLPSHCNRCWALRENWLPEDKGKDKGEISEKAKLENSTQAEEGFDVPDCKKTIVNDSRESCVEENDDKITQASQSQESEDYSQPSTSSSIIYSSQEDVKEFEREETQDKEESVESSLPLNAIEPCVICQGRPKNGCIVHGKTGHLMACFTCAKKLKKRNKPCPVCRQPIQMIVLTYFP
UPR CHOP act = activators of apoptotic arm of unfolded protein response (CHOP). CHO-CHOP luciferase reporter, UPR activation, luminescence; percent of tunicamycin response over DMSO baseline. activation, % at 10 µM. actives 0.34% (n = 330,000);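 active = at 10 µM dose, activation of 40% or more, normalized to positive control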;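 note: 100% = tunicamycin at 10 µg/mL and 0% = DMSO alone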
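Test system: CHO-CHOP cells, stable luciferase reporter of PERK-eIF2a-CHOP signalling | Quantity: 500 CHO-CHOP cells per well | Buffer or medium: F12 plus 10% serum | Compound dosing: 10 µM single point, 0.5% DMSO | Schedule: 6 h compound treatment, 37 °C | Signal: Luciferase luminescence | Control set: Tunicamycin high control, DMSO low control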
TIM10 inh = TIM10 yeast growth inhibition; S. cerevisiae TIM10 strain growth, BacTiter-Glo luminescence, 24 h; inhibition, % at 10 µM; actives 1.4% (n = 330,000); AID 463195;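 active = inhibition of 40% or more at the single tested concentration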;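 note: wild-type TIM10 isogenic control strain grown at permissive 25 °C; 0% = DMSO yeast wells and 100% = minimal medium wells without yeast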
tim10-1 inh = inhibits growth of tim10-1 mutant yeast; S. cerevisiae tim10-1 ts strain growth, BacTiter-Glo, 24 h; inhibition, % at 20 µM; actives 2.2% (n = 330,000);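 active = inhibition of at least 40%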;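 note: mutant grown at 25 °C; 0% = DMSO wells with yeast and 100% = wells holding no yeast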
NR3A LBD binder = modulates the human NR3A ligand-binding domain; NR3A LBD differential scanning fluorimetry, Tm shift; 0% = protein alone, 100% = glycine-bound protein; Tm shift relative to glycine control, % at 25 µM; actives 2.5% (n = 340,000); AID 1259313;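 active = melting temperature shift of at least 10% of the positive control shift, at one fixed dose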
NLRP3 yeast inh = blocks the NALP3 inflammasome reconstituted in yeast; Yeast reconstituted NLRP3/ASC/caspase-1, beta-gal luminescence, 24 h; inhibition, % at 10 µM; actives 0.39% (n = 330,000);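 active = inhibition of 50% or more; inactive = inhibition below 50%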;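 note: plate controls were induced DMSO wells for no effect and uninduced yeast grown without galactose for full effect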
XBP1 UPR activ = activators of adaptive arm of unfolded protein response (XBP1). CHO-XBP1 luciferase reporter, IRE1-XBP1 UPR activation, luminescence; percent of tunicamycin response, DMSO as zero. activation, % at 20 µM. actives 0.33% (n = 330,000);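 active = versus positive control, 20 µM dose yields 30% or more activation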;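 note: 100% = tunicamycin at 10 µg/mL and 0% = DMSO only wells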
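Material: CHO cell line with stable XBP1 luciferase reporter; buffer or medium: F12 medium containing 10% fetal bovine serum; compound: single point, 20 µM final compound, 1% DMSO; incubation: 6 h treatment, 37 °C; measured by: glow luminescence from Steady-Glo reagent; evaluation: activation, % of tunicamycin; control set: tunicamycin high, DMSO low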
tim23-1 inh = tim23-1 yeast growth inhibition; S. cerevisiae tim23-1 growth, BacTiter-Glo luminescence, 24 h; actives 1.3% (n = 330,000); inhibition, % at 20 µM;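 active = growth inhibition of the mutant yeast at or above 50%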;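 note: temperature-sensitive mutant grown at 25 °C; plate controls were DMSO-treated mutant yeast for no effect and medium wells lacking yeast for full effect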
APJ ag = APJ receptor agonism; P35414; CHO-K1 APJ PathHunter beta-arrestin, luminescence; 0% DMSO wells, 100% apelin; activation, % at 20 µM; actives 0.11% (n = 330,000); AID 2520;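 active = activation more than six SD over the plate average, tested at 20 µM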;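 note: 0% = DMSO alone and 100% = apelin-13 at 10 nM; some results filed as inactive read as strong as hits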
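Test system: CHO-K1 APJ beta-arrestin complementation cell line | Compound: Single test compound dose, 20 µM final, 1% DMSO | Incubation: Compound 90 min 25 °C, reagent 1 h | Measured by: beta-gal luminescence | Read-out basis: APJ–arrestin association signal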
Numbers without * were called inactive; nt = not tested or not shown.

SMILES	Mdm2 MdmX PPI	UPR CHOP act	TIM10 inh	tim10-1 inh	NR3A LBD binder	NLRP3 yeast inh	XBP1 UPR activ	tim23-1 inh	APJ ag
Cc1ccc(N2C(=O)N(CC(=O)Nc3cc(F)ccc3C)C(=O)C2C)cc1 (stereo not given)	17	-1.2	0	12	2	10	-1	9	-5
COC(C[C@H](O)[C@@H](C)[C@@H](O)COCc1ccccc1)OC	-1	1.5	8	14	4	2	-2	17	0
COc1ccc(CNC(=O)c2cc3c(C)nc4ccccc4c3o2)c(OC)c1	32	6.8	-3	-6	-1	26	0	5	-1
CC(=O)NCC(=O)NNC1CC(=O)N(c2cccc(Cl)c2)C1=O (stereo not given)	12	0.6	-5	-22	1	17	-3	-18	2
CCOC(=O)c1c(C)c(C(=O)Nc2ccc3c(c2)OCO3)c(C)n1C	6	2.3	2	13	0	0	1	13	-5
O=C(NNC(=O)c1cccs1)c1ccc(Br)cc1	-2	2.3	-18	-19	-2	5	1	-1	1
COc1ccc(COc2ccccc2C(N)=O)cc1F	11	3.3	1	11	0	-9	5	-9	-4
CCn1c(O)c(N=NC(=O)c2ccc(CSc3nncn3C)cc2)c2ccccc21	27	-1.4	-6	2	0	12	-1	6	-1
Cc1ccc(S(=O)(=O)N2CCC(C(=O)Nc3ccccc3N3CCCC3)CC2)cc1C	11	1.7	1	14	0	32	-3	4	2
COc1ccccc1Oc1c(C)oc2c(CN3CCN(CCO)CC3)c(O)ccc2c1=O	8	-3.9	-3	5	-1	29	-1	18	-2
CCN(CC)CCNS(=O)(=O)c1ccc(Cl)cc1	-16	-1.4	-17	11	1	14	2	-2	1
COc1cnc(SCc2c(Cl)cccc2Cl)nc1Cl	18	0.5	-54	3	-1	14	-1	0	-2
COc1ccc(NC(=O)c2cc3c(CO)cnc(C)c3oc2=Nc2cccc(F)c2)c(OC)c1	72*	2.5	4	2	0	17	-7	8	-2
CCn1cc(C(=O)O)c(=O)c2cc(F)c(N/N=C/c3ccccc3[N+](=O)[O-])cc21	24	0.4	2	12	-6	4	10	-24	-1
O=C(CCN=C1NS(=O)(=O)c2ccccc21)OCc1nnc(-c2ccccc2)o1	0	4.4	0	5	1	10	5	17	-4
Cc1nc2ncnn2c(C)c1CCC(=O)NCc1ccc2c(c1)OCO2	-23	-0.3	2	4	-1	0	-1	5	-2
Cc1cc(O)c(C(=O)/C=C/c2ccccc2Br)c(=O)o1	9	0.8	23	46*	-4	18	-3	35	-1
CC1CCC2C(=O)N(c3cccc(OS(=O)(=O)c4ccccc4)c3)C(=O)C2C1 (stereo not given)	31	-0.8	-7	4	-11	-10	-2	5	3
Cn1c(=O)c2c(-c3ccc(C(C)(C)C)cc3)n(N3CCOCC3)cc2n(C)c1=O	8	-0.8	27	20	1	14	12	16	-4
N#CC(C#N)=NNc1ccc(S(=O)(=O)N2CCCCC2)cc1	13	0.4	15	11	12*	-4	-2	22	1

2 entries from above in another layout.
Second line of a record: Mdm2 MdmX PPI, UPR CHOP act, TIM10 inh, tim10-1 inh, NR3A LBD binder, NLRP3 yeast inh, XBP1 UPR activ, tim23-1 inh, APJ ag
COc1ccccc1Oc1c(C)oc2c(CN3CCN(CCO)CC3)c(O)ccc2c1=O
    8, -3.9, -3, 5, -1, 29, -1, 18, -2
CCN(CC)CCNS(=O)(=O)c1ccc(Cl)cc1
    -16, -1.4, -17, 11, 1, 14, 2, -2, 1

Going on with the list:
SMILES	Mdm2 MdmX PPI	UPR CHOP act	TIM10 inh	tim10-1 inh	NR3A LBD binder	NLRP3 yeast inh	XBP1 UPR activ	tim23-1 inh	APJ ag
Cc1ccc(NCc2nc(SCC(=O)Nc3ccccc3)n[nH]2)cc1	-5	0.9	5	12	-8	4	0	20	1
O=C(c1ccc(Cl)cc1)C1CCN(C(=O)NC2CCCCC2)CC1	23	1.9	0	35	-1	28	1	21	-1
C=C1CCN([C@H](C(=O)O)C(C)C)S(=O)(=O)c2ccccc21	1	-0.5	11	-2	-4	13	0	2	-3
Cc1ccc2[nH]c(=O)c(CN(C)C(=O)c3cccs3)cc2c1	10	-0.2	-14	4	0	4	-1	6	-2
CSc1nsc(SC)c1C(=O)N1CCN(S(=O)(=O)c2ccc(C)cc2)C1C(C)C (stereo not given)	12	0.4	5	35	1	25	-2	37	-4
CCOC(=O)c1cc(-c2ccccc2)nc2c1c(C)nn2-c1ccccn1	27	1.0	24	28	4	27	5	43	-1
O=C(CSCC(=O)NC1CC1)Nc1ccccc1	9	-2.0	3	10	2	15	4	17	-1
Cc1ccc(S(=O)(=O)Nc2cccc(C(=O)NCCCN3CCCC3=O)c2)cc1F	26	-0.5	-5	-23	-2	18	-1	-33	1
C=CCNS(=O)(=O)c1ccc(OCC(=O)OCC)cc1	-3	2.4	-13	-10	-7	2	0	0	0
CCCn1c2ccccc2c2cnn(CC(=O)NCCCN3C(C)CCCC3C)c(=O)c21 (stereo not given)	19	-1.0	0	-4	1	9	-1	-13	4
C[C@]12c3[nH]c4ccccc4c3CCN1C(=O)C(CC(=O)NCCN1CCOCC1)C[C@@H]2C(=O)N1CCCCC1 (stereo not given in full)	5	0.0	4	-7	2	-3	-3	-6	-1
CC(C)N1CCN(Cc2cc(F)ccc2-n2cccn2)CC1CCO (stereo not given)	8	2.2	-9	3	2	1	0	11	-2
CC(C)C(OC(=O)c1cccs1)C(=O)NC1CCCCC1 (stereo not given)	-7	-3.2	-1	14	1	26	3	25	0
CCOC(=O)CSc1nc2ccc(Nc3nc(N4CCOCC4)nc(N4CCOCC4)n3)cc2s1	18	0.3	12	23	-1	4	-2	3	19*
COc1cc(Cl)c(NS(=O)(=O)c2c(C(=O)N3CCCC3)c(C)n(C)c2C)c(OC)c1	-3	-2.3	-4	22	1	16	0	2	-4
O=C(c1cc(-c2ccccc2)on1)N1CCCc2ccccc21	-5	0.1	32	30	-2	12	1	39	-4
CC(C)c1ccc2[nH]c(O)c(N=NC(=O)c3ccc(CSc4nncn4C)cc3)c2c1	6	5.4	10	17	-2	1	8	-14	0
COc1ccc([C@H]2[C@@H]3C=CCC[C@@]3(C)C(=O)N2Cc2ccccc2)cc1Cl	14	-2.2	-6	20	-2	14	1	-8	-6
CC(NC(=O)COC(=O)COc1ccc(Cl)cc1)c1ccccc1 (stereo not given)	9	-0.9	5	12	2	21	-1	2	0
O=C(NC(=S)Nc1ccc(CN2CCOCC2)cc1)c1cc2ccccc2o1	-11	1.4	3	11	6	24	1	5	-3
COCCN1C(=O)c2ccc(C(=O)Nc3nccs3)cc2C1=O	18	-0.3	12	2	1	17	-2	14	-3
O=C(Nc1cnc2ccccc2c1)C1COc2ccccc2O1 (stereo not given)	-18	2.6	18	15	0	25	-1	19	-5
COC(=O)c1c(NC(=O)CN2C(=O)C(=O)N(CC(C)C)C2=O)sc(C)c1C	25	1.4	8	31	-9	14	-6	31	3
CC(=O)N1c2ccc(S(=O)(=O)N3CCC(C(=O)Nc4ncccc4C)CC3)cc2CC1C (stereo not given)	11	-3.7	-5	-13	1	19	-5	4	-1
O=C(CCn1c(=O)sc2ccccc21)NCc1ccc2c(c1)OCO2	35	-0.6	9	5	0	3	-1	22	4
Cc1ccc(-n2c(SCC(=O)NCCN3C(=O)CSC3=O)nnc2-c2ccccc2F)cc1	-9	1.1	15	9	-4	15	0	17	-4
CCOCCCNC(=O)C(NC(=O)c1ccc(NC(C)=O)cc1)c1ccccc1 (stereo not given)	-9	1.6	-15	25	-2	2	-1	2	0
CCNC(=S)NNC(=O)c1csc(C(C)C)c1	-22	5.4	-9	17	0	12	4	12	-4
COc1ccccc1NC(=O)N1CCN(c2cc(-c3ccccc3)nc3ncnn23)CC1	28	-0.3	11	21	-1	-7	-4	18	3
Cc1ccc(-c2cc(C(F)F)n3ncc(C(=O)N4CCCCC4c4cccnc4)c3n2)cc1 (stereo not given)	29	-1.4	17	9	-1	-6	1	15	1
O=C(CC1Nc2ccccc2NC1=O)NCC1COc2ccccc2O1 (stereo not given)	13	-2.9	3	4	0	18	2	-2	-5
O=C1OC(c2ccc(Br)cc2)=N/C1=C\N1CCCCC1	-138	7.2	21	32	3	20	1	11	-2
Cc1cc(C)c2nc(SCCC#N)nc(C)c2c1	-7	1.5	20	16	-2	20	4	5	-2
Cc1cc(C)cc(OCC(=O)Nc2cc(C)on2)c1	-16	-0.6	14	-13	0	17	-1	4	-1
Cn1c(Cn2c(=O)sc3ccccc32)nnc1SCc1ccccc1	-17	0.8	4	22	0	9	-1	24	-3
CCOc1ccccc1N(C(=O)c1snc(C(N)=O)c1N)C(C(=O)NC1CCCC1)c1ccco1 (stereo not given)	-1	-0.3	-10	33	-2	11	0	23	-1
O=C(Nc1cn(-c2ccccc2)nc1-c1ccccc1)c1ccccc1	-4	2.3	17	15	-11	14	2	41	-2
Cc1ccc(-n2cc(C(=O)O)c(=O)cc2C)c(C)c1	-14	0.8	2	11	-1	10	1	7	-3
CC1CC(C)CN(S(=O)(=O)c2cccc(C(=O)N3C(=O)c4cccc(N)c4C3=O)c2)C1 (stereo not given)	19	-1.5	27	35	-7	4	-1	26	-1
O=C(CCCN1C(=O)/C(=C/c2ccccc2Cl)SC1=S)NNC(=O)c1cccnc1	-4	-2.2	24	25	-2	22	-5	31	5
COc1ccc(CNC(=O)c2ccc(-c3ccccc3)cc2)cc1OC	34	-1.7	-11	-2	-2	-4	-2	-4	-2
CCC(Oc1ccccc1)C(=O)N1CCC(C(N)=O)CC1 (stereo not given)	4	4.8	0	11	4	-1	1	7	-2
CCOC(=O)C1CC=C(Cl)CC1C(=O)Nc1nccs1 (stereo not given)	-5	2.1	7	21	0	-8	-2	8	-1
Cc1ccc(S(=O)(=O)N2CCCC(C(=O)NC3CCCC3)C2)cc1Cl (stereo not given)	6	-1.6	-14	-2	-3	11	-7	6	-1
COc1ccccc1-c1cc(C(=O)N2CCN(c3ccc(F)cc3)CC2)no1	4	-0.2	0	23	-2	21	-1	6	-3
Nc1ccc(-c2c3ccc(=O)cc-3oc3cc(O)ccc23)c(C(=O)O)c1	-23	-0.3	4	17	0	31	1	0	-9
Cc1sc2ncnc(Sc3nc4ccccc4s3)c2c1C	-31	5.5	6	22	nt	6	3	15	4
CCCc1cc(=O)[nH]c(SCC(=O)NN(c2ccccc2)c2ccccc2)n1	-7	1.0	18	9	0	18	0	9	-3
Cc1cc(NC(=O)c2ccc(COc3ccc(Cl)c(C)c3)o2)no1	-5	0.4	-4	-1	-2	-29	-1	12	-5

A second format for part of the listing above:
Structure | Mdm2 MdmX PPI | UPR CHOP act | TIM10 inh | tim10-1 inh | NR3A LBD binder | NLRP3 yeast inh | XBP1 UPR activ | tim23-1 inh | APJ ag
Nc1ccc(-c2c3ccc(=O)cc-3oc3cc(O)ccc23)c(C(=O)O)c1 | -23 | -0.3 | 4 | 17 | 0 | 31 | 1 | 0 | -9
Cc1sc2ncnc(Sc3nc4ccccc4s3)c2c1C | -31 | 5.5 | 6 | 22 | nt | 6 | 3 | 15 | 4
CCCc1cc(=O)[nH]c(SCC(=O)NN(c2ccccc2)c2ccccc2)n1 | -7 | 1.0 | 18 | 9 | 0 | 18 | 0 | 9 | -3
Cc1cc(NC(=O)c2ccc(COc3ccc(Cl)c(C)c3)o2)no1 | -5 | 0.4 | -4 | -1 | -2 | -29 | -1 | 12 | -5

Compound activity from PubChem BioAssay.

An unsorted share of the library; about 8.2% have a hit in one of these screens.
